Yfh1-off respiration: enhancers of respiration in Yfh1-depleted yeast, dose response, Friedreich's ataxia, plus single-dose screen (AID 1465); S. cerevisiae Yfh1-off respiration, WST-1 reduction, 72 h; higher fold induction means a stronger effect; fold induction at 50 µM; hits with a dose series show EC50 in µM; 220,000 tested, 0.074% active;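 active = fold induction of absorbance versus untreated yeast above a set limit, then at least 30% activation at any dose in follow-up; inconclusive = repeats straddling the limit, or above it without dose testing; inactive = fold induction below the set limit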;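 note: activators that raise dye reduction in frataxin-depleted yeast; strong numbers were not always called active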
Insulin prom up: MIN6 insulin promoter up-regulation | AID 1625 | z-score at 5 µM | MIN6 insulin promoter-GFP reporter, high-content imaging; stronger effect = higher value | 190,000 tested, 0.3% active;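 active = z-score above 3 at 5 µM with at least 500 cells counted in the well; inconclusive = wells under 500 cells, flagged as cytotoxic or low count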
WT yeast gro inh: growth inhibition of WT yeast, mitochondrial fusion screen; mitochondrial fusion phenotypic screen, WT strain; inhibition, % at 10 µM; 190,000 tested, 2.1% active; AID 1362; in the data active = inhibition above about 58%; tested in S. cerevisiae
Dynein transport: blocks dynein driven cargo transport along microtubules | 3617.4 mouse cells, GR-EGFP nuclear translocation imaging; test concentration mostly 20 µM; stimulated with dexamethasone, 1 µM; stronger effect = lower value | z-score, hits read low | 220,000 tested, 0.47% active;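 active = plate z-score of nuclear minus cytoplasmic receptor signal below a set negative limit, without overly bright fluorescence or cell loss, cut at about -3.5 in these data, passing the limit was not always enough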;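 note: z-score of nuclear minus cytoplasmic ring GR-EGFP intensity difference per well; some compounds called inactive have numbers as strong as hits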
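Buffer or medium: tet-free medium with charcoal-stripped serum / Also added: dexamethasone agonist, 1.0 µM final, for 30 min / Timing: induction 48 h, compound 1 h, agonist 30 min / Measured by: high-content fluorescence imaging after fixation / Read-out: nuclear-to-cytoplasmic GR-EGFP distribution per well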
NOD2 inhibition: inhibition of NOD2-driven NF-kB reporter – cell-based, luminescence, uHTS, HEK293 (AID 1566); HEK293 NOD2/NF-kB luciferase reporter, luminescence; higher % means a stronger effect; inhibition, % at 4 µM; hits with a dose series show EC50 in µM; 290,000 tested, 0.63% active; in the data active = inhibition above about 50%; note: many of its hits are not listed in these tables
MT stabilize HCS: microtubule stabilizers in HeLa cells. HeLa tubulin immunostaining HCS, 24 h; share of cells brighter than vehicle mean+2SD. 200,000 tested, 0.83% active. % tubulin-high responders, % at 10 µM. AID 2205;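 active = plate Z-score above 3 for both tubulin-high and condensed-nucleus cell shares, with cell loss under 80%, at 10 µM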;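 note: anti alpha tubulin signal scored within the nucleus-defined area of each cell; some results filed as inactive read as strong as hits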
b-catenin transl: modulators of beta-catenin nuclear translocation. nuclear translocation activity, % at 5 µM. 190,000 tested, 0.3% active. AID 1665. HeLa beta-catenin nuclear translocation, immunofluorescence imaging;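 active = nuclear translocation activity above 50% at 5 µM, with a well cell count of 50 or more; inconclusive = wells under 50 cells across six images, flagged as toxic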;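 note: per-cell ratio of nuclear to cytoplasmic median beta-catenin stain intensity; plate controls were DMSO negative control for no effect and GSK-3 inhibitor IX positive control for full effect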
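Read-out: Nuclear/cytoplasmic beta-catenin signal ratio, % activation | Assay system: Human HeLa cell line | Times: 24 h compound exposure at 37°C, 5% CO2 | Signal: Fluorescence imaging of beta-catenin antibody stain plus DAPI | Dosing: 5 µM primary, 0.02–20 µM confirmation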
Hep lipid drop: modulators of hepatic lipid droplet formation. 240,000 tested, 0.4% active. AML12 mouse hepatocytes, oleate lipid droplets, BODIPY imaging. inhibition, % at 6.5 µM;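 active = lipid droplet intensity inhibited by at least 50%, with more than 500 cells counted; inconclusive = wells with under 300 cells, treated as cytotoxic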
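Material – AML12 mouse liver cells · Also added – oleate loading, 100 µM · Compound dosing – 6.5 µM single-point dosing · Times – overnight treatment with compound plus oleate · Measured by – fluorescence imaging, 20x objective, two fields per well · Read-out – percent inhibition of filter-corrected integrated lipid droplet intensity per well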
Autophagy mod: modulators of autophagy | MEF GFP-LC3 puncta imaging; test concentration mostly 10 µM | calls only at 10 µM (by protocol) | 190,000 tested, 0.98% active;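 active = percentage of spot-positive cells more than 3 SD above its plate mean, without a fluorescence outlier flag or 80% toxicity; inconclusive = no clear call, values can overlap the other calls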;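 note: spot-positive cell cutoff set from DMSO-treated cells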
WT yeast gro inh mutant strain: second read-out of WT yeast gro inh, no call of its own (marks repeat the call); inhibition, %; mitochondrial fusion phenotypic screen, mutant strain inhibition
Dynein transport cytoplasmic EGFP: second read-out of Dynein transport, no call of its own (marks repeat the call); z-score; measured here: cytoplasmic GR-EGFP intensity; stronger effect = higher value
Dynein transport nuclear GR-EGFP: recorded beside Dynein transport, whose call it bears; z-score; measured here: nuclear GR-EGFP intensity;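 lower value marks the stronger effect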
Dynein transport cell count: recorded beside Dynein transport, whose call it bears; z-score; measured here: cell count per field
Insulin prom up cell count: second read-out of Insulin prom up, no call of its own (marks repeat the call); cell count; measured here: cytotoxicity, nuclei count;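 total cells summed across four imaged fields per well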
Hep lipid drop cells 6.5 µM: further read-out of Hep lipid drop, marked with its call; cell count; measured here: cell count, cytotoxicity flag;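 cells counted across two imaged fields per well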
b-catenin transl cell count 5 µM: further read-out of b-catenin transl, marked with its call; cell count; measured here: cell count, cytotoxicity flag
MT stabilize HCS Hoechst-high %: second read-out of MT stabilize HCS, no call of its own (marks repeat the call); % Hoechst-high responders; measured here: nuclear condensation Hoechst responders;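 share of cells brighter than vehicle mean plus two SD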
MT stabilize HCS cytotoxicity %: further read-out of MT stabilize HCS, marked with its call; toxicity, %; measured here: cytotoxicity by cell density;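 0% = mean cell density of plate MIN control wells and 100% = no cells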
Autophagy mod cell loss 18 h: also measured in Autophagy mod; calls as there; toxicity, %; measured here: cell loss, nuclei count;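 cell loss after 18 h compound exposure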
Numbers without * were called inactive; i = inactive; ? = inconclusive; . = not tested or not shown. Only part of the results is shown (hit frequency here may not be typical).

SMILES	Yfh1-off respiration	Insulin prom up	Insulin prom up cell count	WT yeast gro inh	WT yeast gro inh mutant strain	Dynein transport	Dynein transport cytoplasmic EGFP	Dynein transport nuclear GR-EGFP	Dynein transport cell count	NOD2 inhibition	MT stabilize HCS	MT stabilize HCS Hoechst-high %	MT stabilize HCS cytotoxicity %	b-catenin transl	b-catenin transl cell count 5 µM	Hep lipid drop	Hep lipid drop cells 6.5 µM	Autophagy mod	Autophagy mod cell loss 18 h
Cc1nc2sc(C(c3ccccc3)N3CCC(O)CC3)c(O)n2n1 (stereo not drawn)	i	0.4	1556	2	30	-1.2	-0.15	-0.19	0.17	6%	3.8	1.9	8.7	-2.1	927	.	.	i	-3
Cc1c(NC(=O)c2cn3ccccc3n2)cccc1-n1cnnn1	i	-0.18	1413	.	.	-0.69	-0.23	-0.4	0.34	-5%	.	.	.	-2.7	1111	-1	712	.	.
O=C(Nc1ccccc1-c1ccccc1)c1cc(C(F)(F)F)cc(C(F)(F)F)c1	i	0.09	1531	-6	20	-1.1	0.33	-0.68	-0.051	10%	5.9	2.3	7.5	-0.5	1115	-5	686	i	-9
CCn1c(SCC(=O)Nc2cc(F)ccc2C)nnc1-c1ccccc1O	i	.	.	12	5	0.3	-0.23	-0.012	0.65	-22%	4.0	2.0	4.0	.	.	6	721	i	20
O=C(NNS(=O)(=O)c1ccc(F)c(Cl)c1)c1cccc(S(=O)(=O)N2CCOCC2)c1	i	-0.22	1583	-1	9	0.69	-0.25	0.61	-0.6	-8%	1.7	1.7	0.9	-3.1	1012	-1	615	i	37
O=C(CC12CC3CC(CC(C3)C1)C2)NC(Cc1ccccc1)C(=O)O (stereo not drawn)	i	-0.01	1499	7	7	-0.2	-0.33	0.52	0.17	5%	2.4	4.6	6.7	-10	1107	13	673	i	8
Cc1ccc(S(=O)(=O)N2CCN(c3ncnc4c3cnn4-c3ccccc3)CC2)cc1	i	-0.06	1348	.	.	-0.26	-0.037	-0.11	0.12	33%	1.4	2.1	11	-3.6	829	.	.	i	0
CCCOc1ccccc1NC(=O)c1c(-c2ccccc2)noc1C	i	.	.	25	16	-0.7	-0.24	-0.34	0.25	6%	5.4	2.1	3.0	-1.4	1168	6	538	.	.
COc1ccc(-c2[nH]ncc2CN2CCC(N3CCSCC3)CC2)cc1F	i	1.7	1533	-11	-1	-1.4	-0.28	-0.77	1.3	-17%	0.6	1.3	4.0	-0.3	1573	12	737	i	4
CCO/N=C/C(=O)Nc1ccc(F)cc1F	i	1.5	1381	2	7	-0.53	0.0065	-0.083	0.45	10%	2.6	2.1	11	-0.4	1133	-12	665	i	0
O=[N+]([O-])c1ccc(OCC(O)CNCCNc2nccc(C(F)(F)F)n2)cc1 (stereo not drawn)	i	-0.05	1168	.	.	0.42	-0.15	0.0077	0.03	7%	.	.	.	-0.2	1382	-3	621	.	.
CSC1=NCCN1C(=O)c1cccs1	i	1.1	1032	-3	4	1.6	-0.032	1.4	-1.4	-6%	4.5	1.4	7.9	-6.5	1227	.	.	i	-4
CNC(=S)N/N=C/c1cccc(OCc2ccccc2F)c1	i	-0.27	1042	67*	9.9*	0.034	-0.2	0.12	-0.3	-7%	3.3	2.3	2.2	-0.9	1069	35	692	i	-1
COc1ccc(CCNC(=O)C(=O)Nc2ccc3c(c2)OCCO3)cc1OC	i	-0.54	1365	8	-8	0.76	-0.2	0.64	-0.84	0%	1.4	1.6	0.5	-0.2	1114	13	689	i	-38
COc1cccc(NC2=CC(=O)CC(C)(C)C2)c1	i	-0.24	1278	-4	-1	-0.61	-0.27	0.34	0.34	-1%	4.3	2.2	6.0	.	.	5	774	i	0
C#CCN1C(=O)C(O)(c2c(C)[nH]c3ccccc23)c2ccccc21 (stereo not drawn)	i	-0.25	1060	.	.	-0.19	-0.24	0.32	-0.79	15%	.	.	.	0.2	1369	-4	716	.	.
CCn1cc(C(=O)O)c(=O)c2cc(F)c(N3CCN(C)CC3)cc21	i	0.41	1131	-7	-3	-0.12	-0.29	-0.056	-0.049	17%	4.1	2.4	7.3	-0.5	1079	3	699	i	-8
COc1ccc(-n2c(Cn3c(=O)sc4ccccc43)nnc2SCC(=O)N2CCCCC2)cc1	i	-0.2	1000	1	-3	-0.38	-0.23	-0.037	-0.031	7%	1.9	2.8	8.6	.	.	.	.	i	-9
CC(C)[N+](C)(CCOC(=O)C1c2ccccc2Oc2ccccc21)C(C)C	i	.	.	5	1	-0.46	-0.25	0.27	0.76	-6%	2.7	1.8	8.2	.	.	3	701	i	21
O=C(Cc1ccc(-c2ccccc2)cc1)NCc1ccccc1	i	-1.1	793	-8	-13	-0.16	-0.31	-0.21	0.32	-2%	5.6	64	38	55*	273*	-128	342	i	37
CCc1ccccc1NC(=O)c1ccc(Cn2cc([N+](=O)[O-])cn2)cc1	i	0.14	1370	-2	-20	1.8	0.023	1.2	-1.7	-5%	3.3	3.6	7.5	.	.	-21	629	i	-5
O=c1cc(CNC2CCCCC2)c2ccccc2[nH]1	i	.	.	8	6	-0.56	-0.2	-0.043	0.045	23%	5.9	2.4	9.4	1.5	1122	.	.	i	22
CCN(CC)S(=O)(=O)c1ccc(NCC2COc3ccccc3O2)c([N+](=O)[O-])c1 (stereo not drawn)	i	-0.3	1452	-1	-10	-0.12	-0.22	0.098	-0.27	-3%	2.2	1.6	3.8	3.5	1062	-1	687	i	4
CC(=O)Nc1c(C(=O)N2CCN(c3ccccn3)CC2)cnn1-c1ccc(C)cc1	i	0.38	1212	-11	-20	0.18	-0.28	-0.29	0.3	12%	4.9	2.3	4.6	-3.5	530	-7	762	i	0
Cc1ccc(NC(=O)c2ccc(NCCCN3CCOCC3)c([N+](=O)[O-])c2)cc1Cl	i	0.37	1187	28	30	0.49	-0.23	0.41	0.089	11%	3.1	3.2	8.1	4.8	1082	-13	383	i	25
COc1ccc(OC)c(C(O)c2coc3ccc(O)c(CN(C)C)c23)c1 (stereo not drawn)	i	-0.02	1024	-14	-20	1.5	0.45	1.6	-2.1	2%	1.5	0.9	4.7	-1.1	1138	-3	723	i	3
C#Cc1ccc([C@@H]2C=C(C(=O)OCC=C)O[C@H](OCc3ccc(CO)cc3)C2)cc1	i	-1.3	1366	5	-2	-0.92	-0.28	-0.21	0.59	12%	3.8	1.5	6.1	-0.4	1146	-1	713	i	6
Cc1cc(C)c(C#N)c(SCc2ccccc2)n1	i	-0.25	1052	51	15	-0.0072	-0.27	-0.14	0.96	10%	4.3	2.1	3.9	-1.8	1220	10	685	i	7
CC(C)C(=O)N1C2CCC1CC(O)(c1ccc(F)cc1)C2 (stereo not drawn)	i	-0.45	1529	17	-5	0.78	-0.13	-0.19	-0.87	-25%	4.6	1.4	0.9	-2.2	1400	.	.	i	-4
N#CC1=C(N)NC(SCc2ccc(Br)cc2)=C(C#N)C12CCCCC2	.	.	.	67*	-12*	-0.51	-0.23	0.012	-0.89	-7%	2.6	1.6	7.9	?	.	-13	705	i	-6
NS(=O)(=O)c1cccc(NC(=O)CSc2nnnn2-c2ccccc2)c1	i	0.26	1037	.	.	0.83	-0.21	1.3	-1.3	13%	.	.	.	-0.6	1312	-2	642	.	.
COc1ccc(C(=O)CSc2nc3nc(C)cc(C)n3n2)cc1OC	i	0.66	1367	-5	-17	0.33	-0.26	0.49	0.73	0%	0.9	0.2	26	-0.6	1071	-2	786	i	-1
CC(=O)CSc1ncnc2sc3c(c12)CCC3	i	-0.69	1183	3	4	-0.036	-0.15	0.32	-0.049	13%	1.2	1.4	1.0	0.8	952	-14	632	i	8
Cc1cc2nc(-c3ccc(SCC(=O)Nc4ccc5c(c4)OCCO5)nc3)[nH]c2cc1C	i	-0.66	1512	-4	-8	-0.0075	-0.17	-0.14	0.62	-126%	1.5	1.9	8.9	3.1	1267	.	.	i	1
O=S(=O)(c1ccccc1)N1CCSC1c1ccco1 (stereo not drawn)	i	0.4	1258	-13	-12	0.021	-0.17	0.22	-0.91	4%	2.5	3.2	3.5	.	.	0	727	i	2
NC(=O)C1CCN(C(=O)c2ccc3c(=O)n(Cc4ccco4)c(SCC(=O)c4ccccc4)nc3c2)CC1	i	-0.87	1170	-4	-8	0.47	-0.21	-0.11	0.6	-1%	5.4	2.8	13	-0.6	1092	6	698	i	2
CCN(CC)c1ccc(C(=O)OCc2c(C)noc2C)cc1	i	-0.36	1207	22	22	-0.49	-0.19	-0.5	0.62	21%	2.7	2.3	10	-2.6	1062	-2	683	i	12

As entered above:
`Cc1cc2nc(-c3ccc(SCC(=O)Nc4ccc5c(c4)OCCO5)nc3)[nH]c2cc1C` – WT yeast gro inh mutant strain: -8
`NS(=O)(=O)c1cccc(NC(=O)CSc2nnnn2-c2ccccc2)c1` – Dynein transport cytoplasmic EGFP: -0.21

Compound activity (PubChem BioAssay)
